Screens (PubChem)
TRb-SRC2 inh – qHTS for Inhibitors of the Interaction of Thyroid Hormone Receptor and Steroid Receptor Coregulator 2; Thyroid hormone receptor beta (Homo sapiens), P10828; TRbeta-SRC2 peptide binding, fluorescence polarization; receptor liganded with 1 µM T3; Potency, µM (top dose mostly 106 µM), inactives show at the top dose activity change, negative = inhibition, hits mostly inhibitors; 0.065% of 280,000 active; AID 1469, 2008;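 note: plate controls were bound peptide for no effect and peptide without receptor for full effect; nearly all actives have a fitted effect of over 50% in size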
Target sequence (P10828 whole entry, looked up): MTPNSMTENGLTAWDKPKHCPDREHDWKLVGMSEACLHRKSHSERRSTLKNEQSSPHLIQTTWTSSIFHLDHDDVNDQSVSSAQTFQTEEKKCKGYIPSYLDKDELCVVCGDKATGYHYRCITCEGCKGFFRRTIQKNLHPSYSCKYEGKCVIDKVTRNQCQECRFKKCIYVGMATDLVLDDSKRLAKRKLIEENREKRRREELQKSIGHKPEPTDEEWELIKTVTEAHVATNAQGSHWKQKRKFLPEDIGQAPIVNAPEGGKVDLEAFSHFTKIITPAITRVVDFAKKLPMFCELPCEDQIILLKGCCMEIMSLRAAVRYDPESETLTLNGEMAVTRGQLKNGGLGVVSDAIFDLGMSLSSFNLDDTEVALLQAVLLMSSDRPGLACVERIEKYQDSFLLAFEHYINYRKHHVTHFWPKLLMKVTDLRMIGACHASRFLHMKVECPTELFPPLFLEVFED
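Assay buffer: 20 mM Tris-HCl, 100 mM NaCl, 10% glycerol, 1 mM EDTA, 0.01% NP-40, 1 mM DTT, 1 uM T3, 5% DMSO; TRb LBD 0.6 uM, Texas Red SRC2 20 nM; FP after 5 hr.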
L3MBTL1 inh – qHTS Assay for the Inhibitors of L3MBTL1 | Lethal(3)malignant brain tumor-like protein 1 (Homo sapiens), Q9Y468 | AlphaScreen L3MBTL1–H3K9me1 peptide binding | Potency, µM (top dose mostly 57.1 µM), inactives show top-dose activity, negative = inhibition, hits mostly inhibitors | 0.66% of 230,000 active | AID 485360, 2010; note: nearly all actives have a fitted effect of over 60% in size
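L3MBTL1 50 nM + b-AHA-H3(1-15)K9me1 75 nM, 30 min RT; compound added, 30 min RT; streptavidin donor/Ni-chelate acceptor beads 10 ug/mL each final, 30 min RT dark; AlphaScreen read.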
GAA glycogen – qHTS Assay for Inhibitors and Activators of Human alpha-Glucosidase Cleavage of Glycogen; Lysosomal alpha-glucosidase (Homo sapiens), P10253; recombinant GAA, glycogen substrate, Amplex Red glucose oxidase fluorescence; Potency, µM (top dose mostly 76.4 µM), without a hit: at the highest dose activity change, negative = inhibition, usual class: inhibitors; 0.38% of 300,000 active; AID 2100, 2009;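 note: 0% = full enzyme reaction and -100% = no-enzyme basal signal; the screen sought inhibitors and activators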
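Recombinant enzyme (4 nM final) with compounds titrated up to 77 uM and bovine liver glycogen (30 ug) in citrate pH 5.0, 0.01% Tween-20, 37 C 40 min. Released glucose detected by Amplex Red/glucose oxidase (Ex 573/Em 610); AC50 from Hill fits.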
RGS12 GoLoco inh – qHTS Assay for Inhibitors of RGS12 GoLoco Motif Activity (Red Fluorophore); Guanine nucleotide-binding protein G(i) subunit alpha-1 (Homo sapiens), P63096; 0.44% of 230,000 active; Gai1:RGS12 GoLoco peptide FP, rhodamine, 10 min; AID 880, 2007; Potency, µM (top dose mostly 61.6 µM), without a hit: at the top dose activity, negative = inhibition, actives largely listed as inhibitors; active = well fitted inhibition curve with a large enough effect, not every such curve was filed as active; inactive = no such curve, though single readings can be large or run the other way; note: nearly all actives have a fitted effect of over 30% in size; many of its hits are not listed in these tables
Target sequence (P63096 whole entry, looked up): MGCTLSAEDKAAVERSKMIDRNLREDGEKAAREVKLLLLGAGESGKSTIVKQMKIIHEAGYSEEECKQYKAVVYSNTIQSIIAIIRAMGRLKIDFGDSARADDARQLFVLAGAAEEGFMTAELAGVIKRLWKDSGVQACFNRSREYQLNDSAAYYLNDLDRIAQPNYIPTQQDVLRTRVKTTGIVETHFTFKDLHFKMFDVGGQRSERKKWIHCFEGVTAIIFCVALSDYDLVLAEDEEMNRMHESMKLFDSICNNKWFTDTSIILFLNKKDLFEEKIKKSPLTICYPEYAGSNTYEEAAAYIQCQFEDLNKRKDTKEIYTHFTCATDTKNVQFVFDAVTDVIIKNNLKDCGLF
TR SRC2 fluor cs – Total Fluorescence Counterscreen for Inhibitors of the Interaction of Thyroid Hormone Receptor and Steroid Receptor Coregulator 2; AID 1479, 2009; Potency, µM (doses to about 106 µM), for inactives: top-dose fluorescence change, negative = quenching; 0.29% of 280,000 active; TRb/SRC2 Texas Red total fluorescence interference; active = well fitted curve in either direction with a large enough effect; inconclusive = small, poorly fitted or top-dose-only effect
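Human TRb ligand-binding domain at 0.6 uM with 20 nM Texas Red SRC2 peptide in Tris buffer containing 1 uM T3 and 5% DMSO, incubated with compound 5 h at ambient temperature. Total fluorescence (555/632 nm) calculated as parallel + 2 × perpendicular.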
RECQ1 helicase – qHTS Assay for Inhibitors of RecQ-Like Dna Helicase 1 (RECQ1); ATP-dependent DNA helicase Q1 (Homo sapiens), P46063; RECQ1 DNA unwinding, red fluorescence kinetic read; Potency, µM (top dose mostly 57.3 µM), for inactives: top-dose activity, negative = inhibition, usual class: inhibitors; 0.54% of 240,000 active; AID 2549, 2010;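 note: plate controls were vehicle for no effect and no enzyme for full effect; nearly all actives have a fitted effect of over 30% in size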
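50 nM RECQ1T1 preincubated 15 min with compound in Tris pH 8.0 buffer with MgCl2, DTT, Tween-20 and 2.5 ug/ml poly(dI-dC); started with 200 nM TAMRA/BHQ-2 forked duplex and 2 mM ATP. Unwinding read as fluorescence (525/598 nm), two reads 2 h apart.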
GAA inhib – qHTS Assay for Inhibitors of Human alpha-Glucosidase as a Potential Chaperone Treatment of Pompe Disease. Potency, µM (highest dose often 76.9 µM), for inactives: at the highest dose activity change, negative = inhibition, most hits filed as inhibitors. purified human GAA, 4-MU-alpha-glucoside fluorescence. 0.005% of 200,000 active. AID 1466, 2008. Lysosomal alpha-glucosidase (Homo sapiens), P10253;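 note: plate controls were uninhibited enzyme wells for no effect and no-enzyme background for full effect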
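Activity normalized between no-enzyme (basal) and enzyme-only wells. Conditions: 4 nM human enzyme, 400 uM fluorogenic substrate, citrate/phosphate pH 5.0 with Tween-20, 20 min room temperature, compounds up to 77 uM.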
GAA spleen mod – qHTS Assay for Inhibitors and Activators of Human alpha-Glucosidase From Spleen Homogenate; Lysosomal alpha-glucosidase (Homo sapiens), P10253; 0.006% of 240,000 active; human spleen homogenate, 4-MU-alpha-glucoside fluorescence; Potency, µM (titrated, usually from 79.9 µM), for inactives: at the highest dose activity change, negative = inhibition, usual class: inhibitors; AID 2112, 2009;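 note: 0% = enzyme with vehicle and -100% = no enzyme basal signal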
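Human spleen homogenate (1 ug) with 4-methylumbelliferyl-alpha-D-glucopyranoside (1 mM final) in 50 mM citrate/phosphate pH 5.0, 0.01% Tween-20; 40 min at 37 C. Stopped at pH 10; 4-MU fluorescence Ex 365/Em 440 nm; AC50 by Hill fit.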
Numbers without * were called inactive; i = inactive; ? = inconclusive; . = no result given; [ ] = another dose, or the depositor's remark. Unless noted, calls come from the whole dose curve; as a rule, active = well fitted curve in the direction sought with a large enough effect; inconclusive = small, poorly fitted or top-dose-only effect, or another doubt; inactive = no such curve, though single readings can be large; an effect the other way counts as inactive or inconclusive. Unless noted, % is set by controls: 0 for no effect and ±100 for the full control effect; potency is the fitted concentration of half-maximal effect. The list is partial (hit frequency here may not be typical).

SMILES	TRb-SRC2 inh	L3MBTL1 inh	GAA glycogen	RGS12 GoLoco inh	TR SRC2 fluor cs	RECQ1 helicase	GAA inhib	GAA spleen mod
CC[C@H](C)[C@H](NC(=O)[C@H](Cc1ccc(O)cc1)NC(=O)[C@@H](NC(=O)[C@H](CCCN=C(N)N)NC(=O)[C@@H](N)CC(=O)O)C(C)C)C(=O)N[C@@H](Cc1cnc[nH]1)C(=O)N1CCC[C@H]1C(=O)N[C@@H](Cc1ccccc1)C(=O)O	-4.0%	.	.	.	-2.8%	14.2%	.	-3.0%
Cc1cc(C)c2ccc(NN)nc2c1O	8.2%	.	12.2%	9.9%	-0.5%	-5.5%	-7.1%	1.1%
O=C1c2cccc3cccc(c23)C(=O)N1CC1CCN(CC(O)COCc2ccc3c(c2)OCO3)CC1 (centres undefined)	5.3%	3.98µM*	7.6%	4.6%	-5.2%	9.1%	2.2%	-1.7%
CCc1cc(C(=O)OC)c(NC(=O)c2cc(Br)cs2)s1	-15.4%	.	5.0%	-1.2%	-1.9%	i	-14.0%	-13.0%
Cc1cc2c(C)cc(=O)[nH]c2cc1NC(=O)CCl	9.1%	7.7%	6.6%	6.6%	-1.8%	-4.7%	2.1%[15.4 µM]	0.7%
Cc1nc(-c2cccs2)ccc1C(=O)O	2.3%	-0.5%	-7.1%	1.1%	-0.9%	-1.4%	-2.1%	8.2%
CC(C)[C@H](NC(=O)c1ccccc1)C(=O)N1CCc2ccccc21	-9.7%	-2.6%	-3.5%	1.5%	-1.4%	-1.3%	10.0%	1.3%
CCOC(=O)C1(O)CSc2nc3sc(C(=O)O)c(C)c3c(=O)n21 (centres undefined)	-21.4%	-5.4%[11.4 µM]	-3.0%	5.0%	-0.5%	1.4%	?	?
O=C(Nc1nnc(-c2ccccc2SCc2ccccc2F)s1)Nc1ccccc1F	-3.0%	.	4.0%	-1.8%	-1.2%	2.8%	3.4%	-5.7%
COc1c(C(=O)N2CCCC2)ccc2ccccc12	-2.6%	-3.7%	-8.1%	0.6%	-0.6%	-7.2%	-0.3%	-2.6%
O=C(Nc1cccc(O)c1)c1ccc([N+](=O)[O-])cc1Cl	3.3%	.	1.8%	2.7%	4.4%	-6.0%	2.3%	6.9%
Cc1ccc(N2CCN(/N=C/c3cccs3)CC2)cc1	-2.2%	-12.0%	-10.0%	-7.5%	2.1%	-0.1%	0.0%	4.1%
O=C(NCc1ccc2c(c1)OCO2)C1CCCN(S(=O)(=O)c2cccnc2)C1 (centres undefined)	1.6%	-7.3%	7.7%	5.5%	0.4%	?	0.0%	-5.1%
C/C(N)=C(/C#N)C(=O)CSc1ccc2c(c1)OCCO2	-16.8%	-2.2%	7.7%	-9.4%	-3.7%	-0.7%	1.6%	-12.7%
Fc1ccc(NC(=S)N2CCCCC2)cc1	-4.5%	34.8%[activator]	2.5%	2.3%	0.5%	-9.5%	1.4%	0.6%
Cc1ccc(NC(=O)COC(=O)Cc2ccsc2)c(C)c1	7.0%	.	-8.0%	3.9%	0.0%	-5.2%	-4.4%	0.0%
O=C(CSc1ccc(Br)cc1)N1CCN(C(=O)c2ccco2)CC1	2.4%	-7.1%	5.4%	8.6%	-1.2%	i	4.2%	2.0%
Cc1ccc(C(=O)N/C(=C\c2cccs2)C(=O)N2CCCCCC2)cc1	-10.0%	3.4%	2.1%	5.0%	-2.1%	-6.6%	-3.3%	-1.0%
Cc1cccc(C)c1OCCCCCNCCO	0.4%	.	-8.0%	-11.2%	0.8%	1.8%	-4.3%	-2.1%
O=C(NC(=S)Nc1ccccc1F)c1ccc(Br)o1	4.9%	-5.5%[11.4 µM]	-7.3%	6.0%	-3.5%	-6.3%	3.3%	-3.7%
CC#CCN1c2ccccc2[C@]23C[C@@H](C(=O)OC)N(S(=O)(=O)c4ccc(C)cc4)C2=NC(C(=O)OC)=C(C(=O)OC)[C@H]13	11.1%[11.2 µM]	.	.	-8.7%[14.2 µM]	0.9%[11.2 µM]	-17.1%[11.5 µM]	.	3.8%[17.4 µM]
Cc1cc(C)n(S(=O)(=O)c2ccccc2)n1	-0.1%	.	7.0%	-1.2%	-6.0%	-5.6%	.	9.1%
COc1ccc(C2C(Oc3ccccc3C)C(=O)N2Cc2ccc(F)cc2)cc1OC (centres undefined)	-1.0%	1.0%	-3.6%	6.0%	-3.2%	-8.6%	-7.4%	-2.8%
Cc1c(C(=O)OCC(=O)NCc2ccc3c(c2)OCO3)cccc1[N+](=O)[O-]	-14.0%	18.6%	0.0%	-9.4%	-6.8%	i	9.0%	-2.3%
CC(C)CCNC(=O)CC1Nc2c3ccccc3nc(=S)n2C1=O (centres undefined)	3.4%	.	?	10.8%	-2.5%	-7.8%	-3.0%	-5.6%

Further entries follow:
SMILES	TRb-SRC2 inh	L3MBTL1 inh	GAA glycogen	RGS12 GoLoco inh	TR SRC2 fluor cs	RECQ1 helicase	GAA inhib	GAA spleen mod
CC(OC(=O)CCc1c[nH]c2ccccc12)C(=O)c1ccccc1 (centres undefined)	-5.6%	-19.8%	-12.0%	13.7%	-3.1%	-6.7%	-11.3%	-1.3%
CCn1c(=N)n(CCO)c2ccccc21	-8.8%	1.6%	-7.4%	-8.7%	1.5%	-8.5%	0.7%	-9.6%
O=C(CN1CCN(S(=O)(=O)c2ccc(Br)cc2)CC1)N/N=C/c1ccc(Br)s1	2.8%	.	-19.1%	-0.1%	-3.2%	-12.4%	-11.0%	3.0%
CCCC/C=C/C(NC(=O)Oc1cccc(C(F)(F)F)c1)c1ccccc1 (centres undefined)	3.1%	.	.	-2.2%	-3.3%	-7.0%	.	6.8%
CCSCc1nnc(SCC(=O)Nc2cccc(C(C)=O)c2)n1C	5.0%	-1.7%[11.4 µM]	-0.4%	11.3%	-2.3%	i	4.7%	-0.2%
CCCC(=O)N(c1ccc2oc(=O)sc2c1)S(=O)(=O)c1ccccc1	-1.0%	-14.5%	-9.9%	0.5%	4.0%	-5.6%	6.1%	-6.4%
CSc1cccc(NC(=O)c2cnccn2)c1	-2.6%	.	6.1%	4.2%	-3.8%	-10.1%	-6.6%	6.0%
COc1ccccc1CNC(=O)c1ccc(NS(C)(=O)=O)cc1	-1.0%	.	-2.3%	-19.2%	-1.1%	i	-2.6%	-10.6%
COCC(C)NC(=O)CSc1nc2ccccc2n1CCc1ccccc1 (centres undefined)	-3.0%	31.3%[activator]	4.4%	.	-4.9%	-0.4%	-5.4%	-11.4%
O=S(=O)(/N=C(/Nc1ccc(F)cc1F)c1ccccc1)c1ccccc1	-4.5%	-13.3%	1.9%	0.9%	-2.0%	0.5%	1.1%	7.5%
Cc1cc(S(=O)(=O)N2CCN(c3ncccn3)CC2)ccc1-n1cnnn1	-0.4%	7.7%	-0.4%	9.6%	-0.4%	1.0%	-5.6%	-4.7%
COc1ccccc1NC(=O)c1nnn(CC(=O)Nc2cccc(SC)c2)c1N	8.7%	14.9%	-5.3%	13.2%	-3.0%	-3.8%	-4.0%	-3.4%
CCOC(=O)c1cc(C(=O)NN)c(=O)[nH]c1C	-2.6%	.	?	-6.2%	-0.1%	-9.6%	.	5.7%
COc1ccc(N2C(=O)CCC(C(=O)N3CCN(c4ccccn4)CC3)C2c2ccc(F)cc2)cc1 (centres undefined)	-0.7%	.	2.8%	1.5%	0.9%	3.6%	4.4%	-7.0%
CCCCC1=CC2=C(c3ccco3)C(=O)C(C)(OC(=O)c3ccc(OC)cc3)C(=O)C2=CN1CC(C)C (centres undefined)	-1.3%[11.2 µM]	.	1.0%	1.9%[14.2 µM]	-13.8%[11.2 µM]	i[11.5 µM]	.	-3.8%[17.4 µM]
Cc1ccc2nc(SCC(=O)Nc3nnc(SCC(N)=O)s3)[nH]c2c1	-4.9%	4.6%	-5.4%	-6.9%	-2.9%	-4.6%	1.8%	-1.4%
CN(C)CCNC(=O)Cc1c(C(=O)O)n(C)c2ccccc12	-2.0%	1.5%	-2.5%	1.4%	-2.8%	-8.3%	2.5%	8.3%
O=C(CSc1ccc2nnc(-c3cccc(F)c3)n2n1)N1CCCc2ccccc21	-0.8%	-5.8%	-1.0%	0.5%	?	-8.0%	1.7%	-7.5%
Nc1ccc(C(=O)n2c3ccccc3c3ccccc32)cc1	12.0%	-3.8%	-0.7%	-2.5%	-3.5%	-1.1%	6.1%	-6.8%
COc1ccc2c(=O)c(N3C(=O)c4ccccc4C3=O)coc2c1	5.6%	7.7%	5.4%	-6.1%	-5.9%	i	-0.4%	-8.9%
COc1ccccc1NC(=O)c1cc(Cl)nnc1Cl	-7.2%	39.4%[activator]	3.7%	3.2%	-4.5%	-11.7%	-6.3%	-7.2%
COc1ccccc1N1CCN(C(=O)c2ccc(CS(=O)(=O)c3ccccc3OC)o2)CC1	3.8%	-3.0%[11.4 µM]	5.2%	4.4%	-2.3%	i	0.7%	-8.1%
CCOC(=O)c1c(/N=C/c2cccc([N+](=O)[O-])c2O)sc2c1CCC2	-4.4%	-1.9%	-15.0%	10.5%	-3.2%	-12.5%	-3.0%	0.2%
